Screens deposited in PubChem by several laboratories.
MMP-13 inhibitor: MMP13 (human) collagenase inhibition; P45452; MMP-13 fTHP FRET cleavage, Mca fluorescence; inhibition, % at 4 µM; 65,000 tested, 0.07% active; AID 570;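 active = inhibition above the mean of compound-free control plate wells plus 3 SD, cut at about 14% in these data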;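 also: 0% = DMSO wells and 100% = wells with reference MMP-13 inhibitor after basal subtraction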
Jurkat viability: cytotoxic compounds reducing Jurkat cell viability; Jurkat E6.1 viability, ATP luminescence, 48 h; inhibition, % at 4 µM; 56,000 tested, 1.2% active;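 active = inhibition above the mean inhibition of all tested compounds plus 3 SD, cut at about 28% in these data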
ROCK2 blocker: inhibitors of human Rho kinase 2; O75116; AID 604; 60,000 tested, 0.35% active; inhibition, % at 6 µM; purified ROCK2, Kinase-Glo ATP depletion luminescence;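 active = inhibition above the screen-wide mean inhibition plus 3 SD, cut at about 18% in these data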;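 also: plate controls were DMSO wells for no effect and Y-27632 control wells after no-enzyme background subtraction for full effect; many of its hits are not listed in these tables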
HEK293 NFkB inh: inhibitors of the PMA/ionomycin-induced NF-kB reporter in HEK293 cells; 62,000 tested, 0.21% active; inhibition, % at 3 µM; HEK-293 NF-kB luciferase reporter, luminescence;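 active = inhibition above the mean of all tested compounds plus 3 SD, cut at about 40% in these data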;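 also: 0% = stimulated DMSO wells and 100% = 10 µM reference inhibitor 5653914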
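Material: HEK-293 cells with stable firefly luciferase reporter driven by four HIV NF-kB elements / Also added: PMA plus ionomycin mix as NF-kB-activating stimulus / Compound dosing: 3 µM once, 0.30% DMSO / Times: 1 h pretreatment, 16 h stimulation, 37 °C / Signal: luminescence / Evaluation: per-plate % inhibition versus controls / Benchmarks: DMSO and 10 µM reference inhibitor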
Cdc25B inh: inhibitors of human Cdc25B phosphatase; P30305; inhibition, %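 (compounds tested at 10 µM final in the well)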; 65,000 tested, 0.1% active; recombinant Cdc25B, OMFP fluorescence Ex485/Em525; in the data active = inhibition above about 50%
JNK3 blocker: inhibitors of human JNK3 kinase. P53779. purified JNK3 kinase activity, HTS. inhibition, % at 8 µM. 60,000 tested, 0.61% active. AID 746; in the data active = inhibition above about 17%;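 also: 0% = DMSO and 100% = reference inhibitor; many of its hits are not listed in these tables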
Target sequence (P53779 whole entry, looked up): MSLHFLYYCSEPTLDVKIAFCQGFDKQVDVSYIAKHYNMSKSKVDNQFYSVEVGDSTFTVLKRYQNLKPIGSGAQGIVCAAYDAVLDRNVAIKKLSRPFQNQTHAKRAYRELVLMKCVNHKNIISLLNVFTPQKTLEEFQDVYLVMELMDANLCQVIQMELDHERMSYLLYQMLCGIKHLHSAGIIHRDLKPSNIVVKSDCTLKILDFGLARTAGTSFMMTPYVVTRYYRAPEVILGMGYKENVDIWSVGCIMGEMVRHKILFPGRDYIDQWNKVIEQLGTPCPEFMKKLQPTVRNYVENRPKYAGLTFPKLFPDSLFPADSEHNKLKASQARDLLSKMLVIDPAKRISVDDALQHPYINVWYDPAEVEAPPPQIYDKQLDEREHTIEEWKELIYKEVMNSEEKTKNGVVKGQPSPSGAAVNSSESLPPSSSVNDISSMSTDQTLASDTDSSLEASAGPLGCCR
TNAP act mid DEA: activators of human TNAP at intermediate phosphate acceptor. P05186. purified TNAP, CDP-star luminescence, 100 mM DEA, 30 min; active compounds read high; scale: 0 levamisole-inhibited, 1 vehicle-only enzyme. activation factor at 20 µM. 64,000 tested, under 10 active;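 active = activation factor of at least 2 at 20 µM, relative to controls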
Target sequence (P05186 whole entry, looked up): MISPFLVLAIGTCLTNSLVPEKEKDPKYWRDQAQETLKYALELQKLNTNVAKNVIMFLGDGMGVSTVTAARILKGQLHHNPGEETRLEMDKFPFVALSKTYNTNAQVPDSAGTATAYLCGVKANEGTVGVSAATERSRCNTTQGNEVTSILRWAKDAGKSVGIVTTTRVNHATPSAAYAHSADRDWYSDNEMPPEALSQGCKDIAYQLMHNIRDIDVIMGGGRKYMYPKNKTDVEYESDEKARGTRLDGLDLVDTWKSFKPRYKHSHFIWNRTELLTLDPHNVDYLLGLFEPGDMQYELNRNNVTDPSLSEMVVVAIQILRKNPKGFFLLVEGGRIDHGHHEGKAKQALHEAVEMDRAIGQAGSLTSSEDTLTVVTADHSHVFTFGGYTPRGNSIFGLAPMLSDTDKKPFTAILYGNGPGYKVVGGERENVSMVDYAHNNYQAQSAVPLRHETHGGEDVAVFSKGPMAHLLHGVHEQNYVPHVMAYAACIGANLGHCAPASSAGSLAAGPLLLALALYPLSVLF
MKP-1 inh: blocks human MKP-1 phosphatase activity; AID 374; 65,000 tested, 0.15% active; recombinant MKP-1, OMFP hydrolysis fluorescence; P28562; inhibition, %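 (compounds tested at a single concentration somewhere between 10 and 100 µM)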;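 active = inhibition above about 50%, limit read from the data; inconclusive = inhibition over screen mean plus 3 SD, below that limit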;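 also: 0% = DMSO max control wells and 100% = wells with enzyme stopped by NaOH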
PKA kinase inh: PKA (human) kinase inhibition | inhibition, % at 6 µM | P17612 | PKA Kemptide phosphorylation, Kinase-Glo ATP luminescence | AID 524 | 65,000 tested, 0.1% active;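 active = inhibition above the screen-wide mean inhibition plus 3 SD, cut at about 21% in these data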; also: many of its hits are not listed in these tables
Numbers without * were called inactive; ? = inconclusive; · = no result given; [ ] = another dose, or the depositor's remark.

SMILES	MMP-13 inhibitor	Jurkat viability	ROCK2 blocker	HEK293 NFkB inh	Cdc25B inh	JNK3 blocker	TNAP act mid DEA	MKP-1 inh	PKA kinase inh
C/C=C/COC(=O)c1[nH]c2c(c1C)C(=O)CC(c1ccco1)C2 (configuration not stated)	1.2	98.7*	5.5	28.8	9.5	10.2	0.8	1.1	5.1
O=C(O)c1cc(NCc2ccccc2C(F)(F)F)ccc1N1CCOCC1	-2.1	-3.0	11.8	16.4	-5.6	-2.7	0.9	7.2	12.3
CCc1ccc(C(=O)COC(=O)CNC(=O)c2ccco2)cc1	-15.3	-5.8	-0.8	11.6	-1.3	-6.3	1	7.3	-4.3
COc1ccc(-n2ncc3c(NCc4ccco4)ncnc32)cc1	-25.3	6.9	6.4	-33.1	8.6	11.1	0.9	-6.9	9.2
N#CCSc1nc2ccc(N3CCCCC3)cc2c(=O)n1Cc1ccccc1	-10.2	·	·	-0.6	-3.8	·	0.9	10.0	1.5
O=C(Nc1cccc(C(F)(F)F)c1)c1cccnc1N1CCN(CCO)CC1	5.1	2.6	3.4	5.2	-19.5	-4.6	1	-5.7	-4.4
Cc1ccc(S(=O)(=O)N2CCCC2C(=O)NCCc2nc3ccccc3[nH]2)cc1 (configuration not stated)	1.2	-2.6	6.9	-2.0	-9.5	0.6	·	0.0	7.3
COCCNC(=O)c1ccc(CS(=O)(=O)c2c(Cl)cccc2Cl)o1	-0.4	-8.8	6.0	8.4	-6.3	4.7	0.8	-3.8	3.1
C=CCn1c(SCCCc2ccccc2)nc2c1c(=O)[nH]c(=O)n2C	-4.2	5.3	-1.9	30.5	-2.7	-2.6	1	6.1	1.7
C=CCOc1cccc(C2C(C(=O)c3ccc(C)o3)=C(O)C(=O)N2c2nccs2)c1 (configuration not stated)	-2.5	·	·	9.8	3.7	·	0.9	29.3	-4.5
O=C1OC2(CCCCC2)OC(=O)C1=CNc1ccc2c(c1)OCO2	-8.8	-7.1	1.6	3.5	0.3	-5.6	0.9	-23.4	-4.6
CCn1c(C)cc(=S)c2ccccc21	-3.5	9.4	-1.2	8.9	0.3	-7.1	0.8	3.3	-3.3
CN(C)C(=O)c1ccc(NC(=O)c2cncc(Br)c2)cc1	-10.6	7.4	0.3	8.2	-2.0	0.8	1	5.8	1.0
Cc1ccc(SCc2[nH]nc3c2C2(C(=O)N(C)c4ccccc42)C(C#N)=C(N)O3)cc1 (configuration not stated)	6.9	4.9	2.6	5.6	3.2	-4.2	1	-15.8	7.4
O=C(Cc1c(O)c2ccccc2[nH]c1=O)NCc1cccc(F)c1	-25.2	-2.1	0.3	-8.7	6.3	-3.8	1	-12.6	2.9
CCOc1ccccc1OCC(=O)OCC(=O)Nc1ncc(Cl)cc1Cl	1.2	-4.5	0.0	17.2	-15.8	-7.8	1	17.1	2.2
CN1C[N+]([O-])=C(c2ccccc2)C1(C)C	-1.6	-4.4	-0.2	0.3	-4.6	-3.4	0.8	6.3	-6.5
O=C(Cc1c(F)cccc1Cl)N1CCCC1	-1.3	-0.3	0.2	-4.2	-6.4	3.7	1	13.1	4.3
CC1CCCCN1C(=O)C12CCC(C)(/C(=N/O)C1)C2(C)C (configuration not stated)	-1.1	·	9.2	·	3.4	7.2	0.9	-19.8	4.1
COCC(=O)NCc1nc2ccccc2[nH]1	0.1	·	·	20.8	-12.6	·	0.9	-6.5	4.0

Limited to ROCK2 blocker, HEK293 NFkB inh and Jurkat viability (3 entries from above):
| Structure | ROCK2 blocker | HEK293 NFkB inh | Jurkat viability |
| --- | --- | --- | --- |
| COCC(=O)NCc1nc2ccccc2[nH]1 | · | 20.8 | · |
| CCn1c(C)cc(=S)c2ccccc21 | -1.2 | 8.9 | 9.4 |
| O=C(Cc1c(F)cccc1Cl)N1CCCC1 | 0.2 | -4.2 | -0.3 |

Further results:
SMILES	MMP-13 inhibitor	Jurkat viability	ROCK2 blocker	HEK293 NFkB inh	Cdc25B inh	JNK3 blocker	TNAP act mid DEA	MKP-1 inh	PKA kinase inh
CC(=O)OCCN(CCOC(C)=O)c1c(C)[nH]c(=O)[nH]c1=O	-1.4	-2.9	8.4	4.7	-9.1	-1.9	1	10.4	6.1
CCOC(=O)c1cnn(-c2nc(-c3ccccc3)nc3c2COC(C)(C)C3)c1N	7.6	·	·	11.0	-9.7	·	0.8	16.4	6.7
CCOC(=O)N1CCC(NC(=O)c2cc(C(=O)Nc3ccc(OCC)cc3)ccc2CO)CC1	1.4	-7.0	1.4	3.0	10.5	10.5	1	1.6	2.8
CCOC(=O)COc1ccc(CCNC(C)=O)cc1	3.0	8.6	1.6	0.6	1.2	-1.5	0.9	8.2	-0.4
CCN(CC)CCN1C(=O)C(=O)/C(=C(/O)c2ccc(F)cc2)C1c1cccnc1 (configuration not stated)	-2.1	·	1.4	·	32.6	-1.8	0.9	-25.3	0.4
CC(NC(=O)c1cccnc1)C(=O)N1CCCCC1 (configuration not stated)	4.8	-4.5	6.8	5.7	8.2	-3.0	1	2.2	11.0
Fc1ccc(-n2cnnn2)c(F)c1	-2.1	-7.4	5.9	5.4	-4.0	-0.4	1	-22.9	10.4
CS(=O)(=O)N(Cc1ccc(C(=O)NC2CCCCC2O)cc1)c1ccccc1 (configuration not stated)	1.0	-0.4	3.6	17.6	-7.9	-7.8	1	15.3	3.1
CCCCn1c(NC(=O)c2ccc(F)cc2)c(C#N)c2nc3ccccc3nc21	-52.2	5.2	2.5	9.8	79.4*	3.7	0.9	?	6.9
CCN(CC)C(=O)N1CCC(NC(=O)Cc2ccccc2)CC1	-0.5	·	·	14.7	-9.5	·	1	-8.2	3.8
Cc1ccc(CCNC(=O)CCNS(=O)(=O)c2ccc3c(c2)oc(=O)n3C)cc1	1.8	2.3	1.0	4.5	-1.8	0.6	0.9	6.6	8.0
O=C(CN1CCC(C(=O)c2ccc3c(c2)OCCO3)CC1)NC1CCCC1	0.2	-2.0	3.4	10.8	-4.5	2.8	1	-9.3	9.4
CNC(=O)OC(C)CNS(=O)(=O)c1ccc(C)cc1 (configuration not stated)	5.9	-6.0	1.2	0.0	-3.6	-0.6	0.9	0.8	0.7
O=C(CSc1nc2ccccc2o1)NC(=O)NCc1ccco1	1.0	11.9	-3.4	5.4	-9.4	-0.2	0.8	4.2	-0.8
COc1ccc(OC)c(C(=O)COC(=O)c2ccccc2O)c1	-4.5	-2.4	2.2	5.6	-1.2	-1.4	0.9	-16.2	-0.2
CC1CCN(CCNC(=O)c2ccc(NC(=O)C3CCCO3)cc2)CC1 (configuration not stated)	2.4	·	·	17.4	-3.8	·	1	-1.7	0.6
O=C(O)CCc1ccc(-c2cccs2)o1	-0.4	3.8	2.4	13.6	0.4	-4.7	0.9	12.3	4.8
C=CCN(CC=C)C(=O)CN1C(=O)c2ccccc2C1=O	0.9	-1.0	0.0	16.5	0.6	-0.2	0.8	-0.2	-1.7
c1ccc(CSc2nnnn2-c2cccc3ccccc23)nc1	-0.1	0.7	6.2	11.6	-0.1	5.4	1	-9.0	4.7
CCCOc1ccc2c(C)c(CC(=O)OC)c(=O)oc2c1	-202.6[fluorescence artefact?]	-0.7	5.7	-10.2	-10.0	9.9	0.9	-1.9	9.3
O=C(CCCc1nc(-c2ccccc2)no1)N1CCOCC1	-1.0	5.9	-4.8	18.9	-0.7	-4.5	0.9	19.2	-3.0
CN1c2ccccc2C(C)(C)C12CCCC(=O)N2 (configuration not stated)	0.4	-5.4	3.5	5.0	4.8	-2.7	1	1.1	8.2
O=C(CSc1nc(-c2ccc(F)cc2)cc(C(F)(F)F)n1)NCCN1CCOCC1	1.6	1.6	4.8	4.4	-10.3	0.8	·	5.2	1.0
O=C(Nc1ccc(Cl)cn1)Nc1cccs1	0.6	3.5	1.0	3.7	0.5	-6.3	0.9	14.0	1.9
CC(C)(C)C(=O)COC(=O)c1ccc(O)cc1	2.6	-2.1	2.0	4.2	-13.3	5.3	1	6.2	1.6
O=C(NC1CCCCC1)C1CCN(C(=O)NCc2ccccc2)CC1	-1.2	·	·	-26.3	-5.7	·	0.9	-5.3	-3.9
c1ccc(Cn2nnc3c(N4CCC5(CC4)OCCO5)ncnc32)cc1	1.5	·	·	10.8	-7.9	·	0.9	16.4	4.9
Cc1nn(CC(=O)Nc2cccnc2N2CCOCC2)c(=O)c2ccccc12	-2.4	·	·	14.1	-10.0	·	1	4.4	-4.2
O=C(Nc1nc(NC(=O)c2ccco2)n(-c2ccccc2)n1)c1ccccc1	-23.2	·	4.7	·	-6.9	-2.5	1	-23.9	4.2
COCCCNC(=O)c1ccc(N(C)S(=O)(=O)c2ccc(OC)cc2)cc1	5.6	6.3	-2.4	-0.2	-14.9	-5.5	1.1	3.6	4.5
O=C(c1ccc(NS(=O)(=O)c2ccccc2)cc1)N1CCCC1	-1.6	2.8	4.5	8.6	-2.2	-7.3	1	-3.0	9.4
Cc1cc2c(c(N)n1)c(=O)oc1ccccc12	-72.5[fluorescence artefact?]	-0.6	4.7	7.9	-27.1	7.3	0.9	-12.9	3.2
O=C(Cc1c(C(=O)O)[nH]c2ccccc12)Nc1ccc2c(c1)OCO2	0.8	·	·	3.1	1.8	·	0.9	-2.8	7.9
C=CCSc1nnc(NC(=O)c2ccc(S(=O)(=O)NCC3CCCO3)cc2)s1 (configuration not stated)	2.8	5.3	0.0	10.7	-1.2	0.0	0.8	7.0	0.4
CC(C)CCNc1cc(=O)n(C)c(=O)n1C	-3.2	3.8	4.2	23.9	-8.9	-6.6	0.9	12.3	1.2
COC(=O)c1cc(C(=O)OC)cc(N2C(=O)CN=C2Nc2nc(C)cc(C)n2)c1	12.2	-6.6	-5.7	9.4	-7.1	-2.2	1	16.8	-5.7
O=C1C2C3C=CC(CO)(O3)C2C(=O)N1c1ccc(-c2ccccc2)cc1 (configuration not stated)	8.6	·	·	6.7	-8.4	·	1	4.1	5.8
CCOC(=O)c1cnc(Nc2nc3ccccc3o2)nc1CSc1ncccn1	6.8	-4.3	0.6	5.7	-0.8	-5.4	0.9	2.9	-5.0
O=C1CCCC/C1=C\Nc1ccc(O)cc1	1.8	-2.6	12.8	6.1	-1.3	-9.3	0.9	-7.4	12.1
CC(C)NC(=O)C1CC(=O)N(c2ccc(F)c(Cl)c2)C1 (configuration not stated)	2.4	-0.7	0.8	9.0	8.7	4.4	1	0.6	-1.7
CSc1nc2c(c(=O)[nH]1)C(c1ccncc1)C(C(=O)OC(C)C)=C(C)N2 (configuration not stated)	-2.0	·	·	5.7	-18.1	·	0.9	3.3	5.0
Cn1cnnc1SCC(=O)NCc1cccc(C(F)(F)F)c1	2.7	6.7	9.9	10.3	-12.8	-3.5	0.9	6.0	11.1
COc1ccc(N/C=C2\CCOC2=O)cc1	5.5	3.6	0.7	11.3	-17.3	-2.2	0.9	14.0	4.5
CC(=O)c1cccc(NC(=O)CCOc2ccccc2)c1	-1.7	10.8	-3.7	23.4	8.7	3.2	0.9	-7.0	-2.5
CC(NC(=O)c1ccc(F)cc1)C(c1cccs1)N1CCN(C)CC1 (configuration not stated)	1.2	-2.8	-5.1	14.7	-6.4	-4.2	0.8	1.1	-3.3
O=C(NCc1ccc2c(c1)OCO2)C1CCC(CNS(=O)(=O)c2ccccc2)CC1 (configuration not stated)	2.8	10.1	-1.5	12.5	-9.2	-3.5	0.9	3.0	-5.8

Random draw from the library. About 1.9% of those tested had a hit in this group.
